# Compound activity deposited in PubChem BioAssay by National Center for Advancing Translational Sciences (NCATS).
# TRHR agonist: agonists of human TRH receptor | 360,000 tested, 0.18% active | TRHR cells, calcium flux fluo-8, FDSS agonist mode | AID 493084 | activation, % at 2 µM | P34981; also: 0% is about no effect
#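 TRHR-expressing cells loaded with fluo-8 calcium dye; 23 nL library compound pin-transferred, kinetic FDSS fluorescence (Ex 480/Em 530) recorded about 180 s for agonist-induced calcium release, before a 10 nM TRH EC20 addition for potentiator mode.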
# D1 antagonist: blocks dopamine activation of the human D1 receptor. P21728. activity change, negative = inhibition, % at 10 µM. AID 504652. HEK293 TREx D1 cells, calcium flux, dopamine EC80; stronger effect = lower value. 360,000 tested, 3.2% active; in the data active = activity change below about -30%; also: % is scaled to controls: 0 for no effect and ±100 for the full control effect
#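 Allosteric or orthosteric antagonism assessed as attenuation of the calcium response to EC80 dopamine, added 180 s after compound, in induced HEK293 Trex D1 cells loaded with no-wash calcium dye.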
# D2 antagonist: antagonizes the human D2 dopamine receptor. AID 485344. inhibition, % at 10 µM. 340,000 tested, 2% active. P14416. HEK293 TREx D2 cells, calcium flux, dopamine EC80; in the data active = inhibition above about 30%; also: 0% is about no effect
#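 Antagonism is scored as inhibition of an EC80 dopamine-evoked calcium signal in a force-coupled, tetracycline-inducible HEK293 T-REx D2 line, with compound present 180 s before agonist.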
# RXFP1 antagonist: blocks the human relaxin receptor RXFP1; Q9HBX9; HEK293-RXFP1, relaxin-stimulated cAMP HTRF, 30 min; stronger effect = lower value; activity change, negative = inhibition, % at 57.5 µM; 350,000 tested, 0.59% active; AID 1259400;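 active = activity change of -60% or lower, but not beyond a set lower limit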; also: % is scaled to controls: 0 for no effect and ±100 for the full control effect
# Target sequence (Q9HBX9 whole entry, looked up): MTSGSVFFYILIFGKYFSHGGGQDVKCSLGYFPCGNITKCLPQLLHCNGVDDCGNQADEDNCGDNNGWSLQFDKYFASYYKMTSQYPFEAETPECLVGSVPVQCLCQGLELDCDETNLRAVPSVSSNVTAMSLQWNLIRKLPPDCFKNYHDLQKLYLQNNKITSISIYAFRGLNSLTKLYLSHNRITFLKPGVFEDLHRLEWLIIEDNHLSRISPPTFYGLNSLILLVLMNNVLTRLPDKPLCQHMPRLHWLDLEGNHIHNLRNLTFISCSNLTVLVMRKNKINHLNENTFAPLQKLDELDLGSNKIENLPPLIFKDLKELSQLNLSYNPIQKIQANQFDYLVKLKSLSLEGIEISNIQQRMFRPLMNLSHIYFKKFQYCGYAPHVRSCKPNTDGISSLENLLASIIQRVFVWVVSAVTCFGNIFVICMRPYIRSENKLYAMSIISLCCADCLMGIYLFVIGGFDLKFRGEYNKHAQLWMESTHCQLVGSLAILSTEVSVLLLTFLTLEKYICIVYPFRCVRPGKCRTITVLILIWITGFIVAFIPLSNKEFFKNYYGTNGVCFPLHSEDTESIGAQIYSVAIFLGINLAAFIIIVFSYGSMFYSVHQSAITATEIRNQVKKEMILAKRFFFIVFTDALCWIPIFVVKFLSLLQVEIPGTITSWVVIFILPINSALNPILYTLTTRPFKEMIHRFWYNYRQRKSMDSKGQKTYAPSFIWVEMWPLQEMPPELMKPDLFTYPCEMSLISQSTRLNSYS
# D2 PAM: D2 dopamine receptor (human) potentiation; HEK293 T-REx D2, calcium flux, EC20 dopamine potentiation; P14416; 340,000 tested, 0.34% active; potentiation, % at 10 µM;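 active = potentiation over 3 SD above the plate norm, cut at about 30% in these data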; also: 0% is about no effect
#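 Tetracycline-induced HEK293 T-REx cells force-coupled to calcium signalling expressed D2; compounds were pin-added after a 10 s baseline, read kinetically 180 s, then an EC20 dopamine challenge followed with a further 180 s calcium read.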
# D2 ag: agonists of human D2 dopamine receptor | P14416 | HEK293 T-REx D2 cells, calcium flux agonist mode | activation, % at 2 µM | 340,000 tested, 0.53% active | AID 485358;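 active = activation over 3 SD above normal in the single-dose calcium agonist read, cut at about 30% in these data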; also: 0% is about no effect
#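 HEK293 Trex D2 cells, tetracycline-induced, o/n 30 C 5% CO2; no-wash Ca dye, RT 30–90 min; 10-cycle baseline, 23 nl cpd added, kinetic Ca read 180 s; agonist hits = positive Ca response.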
# TRHR enhancer: allosterically enhances the human TRH receptor. P34981. TRHR cells, fluo-8 calcium fluorescence, EC20 TRH enhancement. enhancement, % at 2 µM. 360,000 tested, 0.66% active. AID 493056; in the data active = enhancement above about 30%; also: 0% is about no effect
#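 Enhancer read-out: after compound pinning and an initial kinetic agonist-mode read, an EC20 of TRH (10 nM final) was injected and fluo-8 calcium signal (Ex 480/Em 530) followed at 1 s/cycle for 100 cycles in TRHR-expressing cells.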
# D1 agonist: agonists of human D1 dopamine receptor. activation, % at 2 µM. HEK293 T-REx D1 cells, calcium flux, agonist mode. 360,000 tested, 1% active. AID 504660. P21728; also: 0% is about no effect
#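 Inducible HEK293 T-REx D1 cells, force-coupled to calcium signalling, were plated at 4000 cells/well with tetracycline and held overnight at 30 C. After no-wash calcium dye loading, compound-evoked calcium rise over 180 s flagged agonists.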
# D1 potentiator: human D1 dopamine receptor positive modulation | P21728 | HEK293 TREx D1 cells, calcium flux, dopamine EC20 potentiation | potentiation, % at 10 µM | 360,000 tested, 0.036% active; in the data active = potentiation above about 30%; also: 0% is about no effect
# An asterisk follows results filed as active; / = no result given; & = joins results of further samples. Rule as the data show it, unless noted: active = activation above about 30%; inactive = the rest.
SMILES,TRHR agonist,D1 antagonist,D2 antagonist,RXFP1 antagonist,D2 PAM,D2 ag,TRHR enhancer,D1 agonist,D1 potentiator
O=C(COc1ccccc1[N+](=O)[O-])Nc1ccc(-c2nc3ccccc3s2)cc1,0.6,-2,/,/,3,/,9,1,1
O=C(Cc1ccccc1)NNC(=O)Nc1ccc(Cl)c(Cl)c1,0.4,0,27,-18,-1,-0.3,-1,-1,-8
CCOC(=O)c1ccccc1NS(=O)(=O)c1ccc(OCC)cc1,-2.3,-4,18,12,9,-1.0,-4,0,10
COC(=O)c1nnn(CC(=O)Nc2ccc(Br)c(C)c2)c1N,0.1,-4,/,-2,-6,-0.7,5,2,1
COc1ccc(N2C(=O)CC(NCc3ccc(F)cc3)C2=O)cc1 (stereo not drawn),-0.6,-4,1,13,-7,-0.2,-2,5,-8
Cc1ccc(CCNC(=O)CCS(=O)(=O)c2cc3c(cc2Cl)NC(=O)CO3)cc1,0.1,4,/,/,3,0.2,2,1,0
O=C(COc1cccc(C(F)(F)F)c1)NCC(c1cccs1)N1CCOCC1 (stereo not drawn),0.7,-16,-6,10,8,0.2,1,1,-1
CCN(Cc1ccccc1)S(=O)(=O)c1ccc2c(c1)NC(=O)CC(=O)N2,0.6,27,-30,0,-3,-0.9,-3,2,2
CC(C)N1C(=S)SC(C)(C)C1n1oc(=O)n(-c2ccc(Cl)c(Cl)c2)c1=O (stereo not drawn),0.5,-3,-15,-5,3,-0.5,-2,-1,-4
CN(C)CCCNC(=O)c1cc(Br)ccc1O,-0.5,0,13,-26,8,-0.1,-2,3,2
c1ccc2c(c1)C(=NCC1CCCO1)NC2=NCC1CCCO1 (stereo not drawn),-0.4,7,1,-17,11,0.6,9,6,0
O=C(Nc1ccc([N+](=O)[O-])cc1)c1ccc(S(=O)(=O)N2CCCC2)cc1,1.7,-11,7,-22,-12,-0.7,-12,11,-3
Cc1ccc(NC(=O)C2CCN(c3ncccn3)CC2)cc1F,-1.7,-9,/,/,-1,/,-1,4,0
COc1cccc2cc(C(C)N(CCCN3CCOCC3)C(=S)Nc3ccc(C)cc3)oc12 (stereo not drawn),-0.6,-18,-5,-15,-12,0.0,4,6,-7
Cc1ccccc1Nc1nc(N)nc(CSc2nc3ccccc3c(=O)n2C)n1,0.5,-5,-1,-5,3,1.0,-3,3,-4
Cc1ccc(C)c(OCCSc2nnc(C)c(=O)[nH]2)c1,-0.4,6,7,-4,3,-0.5,1,5,0
CS(=O)(=O)c1ccc(C(=O)NNC(=O)c2ccccc2-n2cccc2)cc1,-0.1,4,-8,13,4,-0.2,-4,0,-6
Nc1ccc(C(=O)N2N=C(c3ccccc3)CC2(O)C(F)(F)F)cc1 (stereo not drawn),0.3,-8,-17,-2,-9,1.3,7,-1,-6
Cc1ccc(NC(=O)CCNS(=O)(=O)c2cccs2)cc1F,0.5&-0.2,9&1,2,-5,-3&-5,0.6&0.1,4&-3,0&3,-1&-1
COc1ccccc1NC(=O)CCC(=O)Nc1ccccc1OC,-0.4,-2,7,-8,-3,0.1,0,1,4
C=CCN(CC=C)C(=O)c1cc(Cl)ccc1[N+](=O)[O-],0.1,-9,0,/,6,0.5,6,3,-1
C/C(=N\NC(=O)COc1ccccc1[N+](=O)[O-])c1cccc(NC(=O)c2ccncc2)c1,-0.3,-5,-13,-12,3,0.3,-3,2,1
Cc1cccc(C2c3[nH]c4ccccc4c3CCN2C(=O)c2cc(CC(C)C)[nH]c(=O)n2)n1 (stereo not drawn),0.2,-2,-25,4,-10,-0.5,4,3,3
CCOC(=O)[C@@H](C)NS(=O)(=O)N(Cc1ccccc1)[C@H](C(=O)OC)C(C)C,-0.4,5,-7,/,-5,-0.1,1,-1,3
COc1ccc(N2CCCn3c2nc2c3c(=O)n(Cc3ccccc3F)c(=O)n2C)c(OC)c1,-1.1,-7,16,-1,7,0.4,-14,0,13

# Three entries from above, arranged by molar mass, falling.
SMILES,TRHR agonist,D1 antagonist,D2 antagonist,RXFP1 antagonist,D2 PAM,D2 ag,TRHR enhancer,D1 agonist,D1 potentiator
Nc1ccc(C(=O)N2N=C(c3ccccc3)CC2(O)C(F)(F)F)cc1 (stereo not drawn),0.3,-8,-17,-2,-9,1.3,7,-1,-6
O=C(Cc1ccccc1)NNC(=O)Nc1ccc(Cl)c(Cl)c1,0.4,0,27,-18,-1,-0.3,-1,-1,-8
COc1ccc(N2C(=O)CC(NCc3ccc(F)cc3)C2=O)cc1 (stereo not drawn),-0.6,-4,1,13,-7,-0.2,-2,5,-8

# More results:
SMILES,TRHR agonist,D1 antagonist,D2 antagonist,RXFP1 antagonist,D2 PAM,D2 ag,TRHR enhancer,D1 agonist,D1 potentiator
Cc1ccc(C(=O)OCC(=O)NCCN2C(=O)CSC2=O)cc1,0.1,7,-8,-14,5,1.1,3,1,-7
CCN1CCN(Cc2ccc(NC(=O)Nc3ccccc3)cc2)CC1,0.7,-5,-3,/,-1,1.6,1,5,4
CNC(=O)C12CCC(C)(c3nc4cc(C)c(C)cc4nc31)C2(C)C (stereo not drawn),-0.3,4,/,7,/,/,7,1,2
O=C(NCc1ccc2c(c1)OCO2)c1ccc(CSCc2cccc(Cl)c2)o1,1.4,-8,3,8,-3,-2.5,-6,19,-4
Cc1cccc2cc(-c3ccccc3)c(-c3ccccc3)c[n+]12,-0.4,-6,-10,/,8,0.2,0,0,-4
N#Cc1ccc2c(c1)C[C@]1(c3ccsc3)Oc3c(c(=O)oc4ccccc34)C2O1,1.7,11,/,/,/,/,-4,4,-2
CCOc1cc(C#N)ccc1OCC(=O)N1CCN(C(=O)c2cccs2)CC1,-0.5,3,/,4,/,/,1,3,0
CCN1C(=O)CC(N2CCN(c3ccc(Cl)cc3)CC2)C1=O (stereo not drawn),0.2,-6,-4,4,-4,0.8,8,2,3
S=C(Nc1ccccc1)N1CCOCCOCCN(C(=S)Nc2ccccc2)CCOCCOCC1,0.3,15,3,-15,7,0.8,5,1,1
Cn1/c(=N/NC(=O)c2cccc(OC(F)F)c2)sc2ccccc21,0.2,19,2,3,3,-0.3,2,3,6
NCC(=O)NCC(=O)OCc1ccccc1,0.9,-9,0,-4,7,0.2,3,4,-6
CC(=O)N/C(=C\c1ccccc1)C(=O)OCc1cccc(S(=O)(=O)N(C)C)c1,0.5,-18,-1,-7,-3,-0.9,4,13,-8
COc1ccc(NC(=O)Nc2ccccc2OC)cc1,-0.7,/,6,0,-8,-0.1,-1,0,-2
COc1cc(/C=C(\C#N)C(=O)Nc2ccc(C(=O)O)cc2)ccc1OC(=O)c1cccc(F)c1,-2.1,-9,-11,-83*,-1,1.3,7,2,-11
CC1(C)NC(=O)N(CC(O)COc2ccc(-c3ccccc3)cc2)C1=O (stereo not drawn),0.7,-3,-11,3,12,0.8,-2,14,-13
CCCCOC(=O)CSc1n[nH]c(=O)[nH]c1=O,0.3,9,3,-5,-5,0.9,-1,3,0
Cc1ccc(CCN2CC(C(=O)NCCN3CCOCC3)CC2=O)cc1 (stereo not drawn),-0.3,-7,-24,-23,10,0.3,-7,6,1
Cc1cc(C(=O)N/N=C/c2ccc3c(c2)OCO3)c(C)o1,0.6,7,/,-10,-15,/,-1,1,-10
COc1ccc(CNC(=O)c2ccc3c(c2)nc2n3CCCCC2)c(OC)c1,-0.4,3,/,-14,7,0.1,-2,0,1
NS(=O)(=O)c1ccc(CCNc2ccnc3cc(Cl)ccc23)cc1,-2.4,22,-5,-2,11,-2.7,-14,8,-12
O=C(COC(=O)c1ccccc1F)NC(=O)NC1CCCC1,-0.6,-2,10,0,2,3.9,3,2,5
COC(=O)Nc1sc2c(c1C(N)=O)CCCCCC2,0.8,-10,1,1,-1,0.6,1,-2,2
Cc1cccc(-c2ocnc2C(=O)N2CCN(C(=O)c3cccs3)CC2)c1,-0.2,-12,6,-14,7,0.2,12,0,-2
CCN(Cc1ccccc1)c1ccc(/C=N/NC(=S)NC(C)C)cc1,0.0,-5,-1,10,0,-1.0,5,2,4
O=C(COC(=O)CCN1C(=O)C2CC=CCC2C1=O)NCCc1ccc(F)cc1 (stereo not drawn),-0.3,-4,37*,1,-11,0.3,-4,0,0

# Arranged by value in D1 antagonist (descending): 6 of the compounds above
SMILES | D1 antagonist
NS(=O)(=O)c1ccc(CCNc2ccnc3cc(Cl)ccc23)cc1 | 22
S=C(Nc1ccccc1)N1CCOCCOCCN(C(=S)Nc2ccccc2)CCOCCOCC1 | 15
COc1ccc(CNC(=O)c2ccc3c(c2)nc2n3CCCCC2)c(OC)c1 | 3
CC1(C)NC(=O)N(CC(O)COc2ccc(-c3ccccc3)cc2)C1=O (stereo not drawn) | -3
Cc1cccc2cc(-c3ccccc3)c(-c3ccccc3)c[n+]12 | -6
NCC(=O)NCC(=O)OCc1ccccc1 | -9

# The results go on.
SMILES,TRHR agonist,D1 antagonist,D2 antagonist,RXFP1 antagonist,D2 PAM,D2 ag,TRHR enhancer,D1 agonist,D1 potentiator
COC(=O)CNc1c(-c2ccccc2)nc2ccc(Br)cn12,-2.4,10,10,-19,0,-1.6,38*,0,2
COCC(C)N1CCC(n2nccc2NC(=O)CCCc2ccccc2)CC1 (stereo not drawn),0.3,-2,3,11,-4,0.3,0,2,7
Cc1cc(NC(=O)Nc2ccc(C)c(C)c2)no1,0.1,-5,-17,-38,2,0.1,2,4,-6
CC(C)C[C@@H](CO)N1CCN(CC(C)C)CCC1=O,0.3,-7,/,/,/,/,4,-1,-3
COC(=O)C1=C(C)N(C)C(=S)N(C)C1c1ccc(OC)cc1 (stereo not drawn),-0.2,-8,6,-10,1,0.0,0,3,3
COc1ccc2c(CNCCc3ccccc3C)c(C(=O)O)n(Cc3ccccc3C)c2c1,-0.6,-1,/,-13,0,0.3,-16,0,0
Cc1cc2nccc(-c3ccc(OCCCF)cc3)n2n1,-0.4,1,7,5,5,-0.7,-6,1,-10
CCOc1ccc2cc(C#N)c(SCC(=O)N3CCC(C)CC3)nc2c1,-1.5,16,8,-7,9,-0.3,-4,3,-3
Cc1cc(C)c[n+](C(C)C(=O)c2ccc(-c3ccccc3)cc2)c1 (stereo not drawn),0.1,1,-1,-5,11,-0.3,0,2,-3
CCOC(=O)N1CCN(CCC(=O)Nc2ccc(Br)c(C)c2)CC1,0.1,-2,-1,-11,-14,0.0,-10,6,-2
O=C(NCCCN1CCOCC1)/C(=C/c1ccc(F)cc1)NC(=O)c1ccccc1,0.2,0,14,-12,-4,1.6,-1,3,-7
NS(=O)(=O)c1ccc(CCNC(=O)Cc2c[nH]c3ccccc23)cc1,-0.1,-10,6,7,-4,0.2,-1,3,-1
CCOc1ccc(C(=O)N2CCN(c3cnn(-c4ccccc4)c(=O)c3Cl)CC2)cc1,1.2,-11,-2,-5,3,1.6,0,1,-4
O=C1CCC(C(=O)Nc2cccc(S(=O)(=O)N3CCOCC3)c2)N1 (stereo not drawn),-0.4,11,0,1,-8,17,-3,2,-1
CCOC(=O)CSc1nnc(CNC(=O)c2cc(OCC)c(OCC)c(OCC)c2)n1C,-0.1,-13,-9,-2,3,-1.4,8,1,-2
O=C(NNC(=S)Nc1ccc(Cl)cc1Cl)c1ccc(N2CCOCC2)c([N+](=O)[O-])c1,-0.6,-7,/,-7,/,/,5,2,1

# Random draw from the library (roughly 7.1% active in at least one column).
